AMA1 RON2 block – qHTS for Inhibitors of AMA1-RON; Towards Development of Antimalarial Drug Lead: Primary Screen; Plasmodium falciparum AMA1 (3D7) - RON2 peptide interaction; AlphaScreen AMA1-biotinylated RON2 peptide binding; Potency, µM (top dose mostly 58.2 µM), inactives show top-dose activity change, negative = inhibition, actives largely listed as inhibitors; actives 0.2% (n = 360,000); AID 720542, 2013;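 further: potency means the concentration at half of the fitted maximal effect; 0% = vehicle wells and -100% = peptide control; nearly all actives have a fitted effect of over 45% in size; some results filed as inactive show a strong effect at the top dose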
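AMA1 (3D7) with his tag at 25 nM final met compounds first, then biotinylated RON2 peptide at 25 nM; detection used donor plus acceptor beads, 10 µg/mL apiece, read by AlphaScreen after 30 min at room temperature.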
TbPYK inhibitor – qHTS of Trypanosoma Brucei Inhibitors. pyruvate kinase (Trypanosoma brucei), Q57TT1. TbPYK enzyme, Kinase-Glo Plus ATP luminescence, 45 min. Potency, µM (titrated, usually from 76.8 µM), for inactives: top-dose activity, negative = inhibition, actives largely listed as inhibitors. actives 0.12% (n = 410,000); further: potency means the concentration at half of the fitted maximal effect; nearly all actives have a fitted effect of over 50% in size
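Readout: single end-point luminescence (Kinase-Glo Plus, 10 min). Reaction conditions were TbPYK/substrate plus 130 uM ADP, 45 min at RT, pH 7.2 TEA buffer. No-enzyme wells served as controls, and data were normalized before concentration-response fitting.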
LmPK inhibitor – qHTS Assay for Inhibitors of Leishmania Mexicana Pyruvate Kinase (LmPK) | Q27686 | purified LmPK, Kinase-Glo ATP luminescence, 1 h | Potency, µM (titrated, usually from 57.5 µM), for the others: at the highest dose activity change, negative = inhibition, most hits filed as inhibitors | actives 0.37% (n = 290,000); further: potency means the concentration at half of the fitted maximal effect
Target sequence (Q27686 whole entry, looked up): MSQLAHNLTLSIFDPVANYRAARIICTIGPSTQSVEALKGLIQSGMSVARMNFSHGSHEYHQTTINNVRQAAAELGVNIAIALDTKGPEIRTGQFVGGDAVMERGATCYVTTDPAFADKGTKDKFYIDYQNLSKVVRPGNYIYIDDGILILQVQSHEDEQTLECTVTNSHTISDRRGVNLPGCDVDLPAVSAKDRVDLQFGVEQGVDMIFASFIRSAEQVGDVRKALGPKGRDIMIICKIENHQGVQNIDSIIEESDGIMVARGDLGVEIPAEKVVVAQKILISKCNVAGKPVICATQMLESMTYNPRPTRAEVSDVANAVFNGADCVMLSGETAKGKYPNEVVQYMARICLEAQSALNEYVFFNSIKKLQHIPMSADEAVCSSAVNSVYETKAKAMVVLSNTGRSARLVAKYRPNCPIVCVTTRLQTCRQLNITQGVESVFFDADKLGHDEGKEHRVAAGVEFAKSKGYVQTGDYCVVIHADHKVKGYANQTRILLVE
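Purified LmPK (0.1 nM) with 0.5 mM PEP and 0.1 mM ADP in imidazole buffer pH 7.2 with MgCl2/KCl, 1 h at room temperature. ATP formed was read by luciferase luminescence and normalized to no-enzyme and uninhibited controls.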
AmpC detergent – qHTS Inhibitors of AmpC Beta-Lactamase (assay with detergent). P00811. AmpC hydrolysis of nitrocefin, absorbance 480 nm, 0.01% Triton. Potency, µM (doses to about 114 µM), for inactives: at the top dose activity change, negative = inhibition, actives largely listed as inhibitors. actives 0.041% (n = 370,000);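 further: potency means the concentration at half of the fitted maximal effect; 0% = no-compound wells and -100% = no-enzyme wells; nearly all actives have a fitted effect of over 25% in size; some results filed as inactive show a strong effect at the top dose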
Target sequence (P00811 whole entry, looked up): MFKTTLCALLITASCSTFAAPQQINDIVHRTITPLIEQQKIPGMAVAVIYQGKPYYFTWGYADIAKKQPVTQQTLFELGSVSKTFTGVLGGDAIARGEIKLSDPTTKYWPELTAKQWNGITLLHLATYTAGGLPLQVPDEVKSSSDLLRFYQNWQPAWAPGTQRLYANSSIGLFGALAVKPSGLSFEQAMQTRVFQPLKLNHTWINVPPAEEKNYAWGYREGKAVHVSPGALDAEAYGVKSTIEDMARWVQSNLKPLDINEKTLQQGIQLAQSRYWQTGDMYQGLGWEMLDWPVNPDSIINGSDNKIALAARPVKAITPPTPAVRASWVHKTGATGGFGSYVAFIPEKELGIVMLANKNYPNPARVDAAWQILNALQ
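AmpC (5.3 nM in the dispensed reagent) in 20 mM phosphate pH 7.0 with 0.01% (detergent screen) or 0.0001% Triton X-100 was preincubated with compounds for 15 min at room temperature. Nitrocefin was then added from an 800 uM solution, and hydrolysis was followed at 480 nm.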
AmpC no deterg – qHTS Inhibitors of AmpC Beta-Lactamase (assay without detergent); P00811; Potency, µM (highest dose often 57.1 µM), inactives show top-dose activity change, negative = inhibition, usual class: inhibitors; AmpC nitrocefin hydrolysis, absorbance 480 nm, 0.0001% Triton; actives 0.52% (n = 330,000);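 further: potency means the concentration at half of the fitted maximal effect; plate controls were no compound for no effect and no enzyme for full effect; nearly all actives have a fitted effect of over 20% in size; some results filed as inactive show a strong effect at the top dose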
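AmpC (5.3 nM in the dispensed reagent) in 20 mM phosphate pH 7.0 with 0.01% (detergent screen) or 0.0001% Triton X-100 was preincubated with compounds for 15 min at room temperature. Nitrocefin was then added from an 800 uM solution, and hydrolysis was followed at 480 nm.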
Sm TGR block – qHTS Assay for the Inhibitors of Schistosoma Mansoni Peroxiredoxins; Schistosoma mansoni thioredoxin glutathione reductase (TGR), Q962Y6; purified TGR, DTNB reduction, TNB absorbance 405 nm; Potency, µM (doses to about 114 µM), inactives show top-dose activity change, negative = inhibition, actives largely listed as inhibitors; actives 3% (n = 360,000); AID 485364, 2010; further: potency means the concentration at half of the fitted maximal effect; nearly all actives have a fitted effect of over 60% in size
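First, TGR (20 nM dispensed) and NADPH were mixed with compound. Second, a 15 min room-temperature incubation followed. Third, further NADPH and then DTNB were added to start the reaction. Finally, TNB absorbance was monitored kinetically.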
HCMV antiviral – qHTS Assay for inhibitors of the human cytomegalovirus (HCMV); HFF cells, HCMV-luciferase reporter, 72 h; active compounds read low; actives 4.5% (n = 410,000); AID 1259415, 2018; activity change, negative = inhibition, % at 57.5 µM; in the data active means activity change below about -60%; inconclusive means no clear call, values can overlap the other calls; inactive means above about -39%
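Two-dose cell screen: HFF monolayers treated with compounds and infected with luciferase-expressing HCMV at 1 PFU/cell, 72 h at 37C, then lysed for luciferase measurement.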
Active calls of the source: *; ? = inconclusive; nt = not tested or not shown; [ ] = another dose, or the depositor's remark. Unless noted, the call rests on the fitted dose curve; in most records, active means well fitted curve in the direction sought with a large enough effect; inconclusive means small, poorly fitted or top-dose-only effect, or another doubt; inactive means no such curve, though single readings can be large; an effect the other way counts as inactive or inconclusive. Unless noted, on the % scale 0 is the no-effect control and ±100 the full control effect. Outcome played no part in choosing rows (roughly 7.4% active in at least one column).

SMILES	AMA1 RON2 block	TbPYK inhibitor	LmPK inhibitor	AmpC detergent	AmpC no deterg	Sm TGR block	HCMV antiviral
CCOC(=O)C1C(=O)NC(c2ccccc2)=NC1c1ccccc1 (stereo not drawn)	38%[activator]	-6%	-7%	-9%	-4%	33%	32
O=C(NCC1(c2ccccc2)CCCC1)c1ccco1	3%	-5%	5%	3%	-12%	14%	7
CN1C(=O)C(/C(N)=N/NC(=O)c2ccccc2)C2CC1(C)Oc1ccccc12 (stereo not drawn)	113%[activator]	7%	4%	-11%	-17%	-14%	55
CN1CCN(CCCNC(=O)Nc2cccc3ccccc23)CC1	-6%	-5%	2%	-6%	-7%	1%	-7
O=C1NC(Cc2ccc(O)cc2)c2nc3ccc(Br)cc3c(=O)n2-c2ncccc21 (stereo not drawn)	13%	1%	nt	nt	nt	nt	-21
Cc1c(NC(=O)CN2CCN(c3ccc([N+](=O)[O-])cc3)CC2)c(=O)n(-c2ccccc2)n1C	-13%	-7%	-2%	9%	49%	-1%	-23
COC(=O)c1ccccc1-n1cccc1C(=O)NP(=O)(N1CCOCC1)N1CCOCC1	-8%	-2%	-1%	0%	-13%	-1%	-22
C/C(=N\N=C(N)N)c1ccc(C)c(C)c1	-14%	2%	-1%	-3%	-22%	-1%	52
CC(=O)Nc1ccc(Oc2ccc(NC(C)=O)c(NC(C)=O)c2)cc1	4%	0%	2%	1%	-7%	0%	36
COc1ccc(NC(=O)c2oc3ccccc3c2NC(=O)C2CCCO2)cc1OC (stereo not drawn)	-18%	1%	-6%	-7%	85%[activator]	-2%	?
Cc1ccc(CNC(=O)c2ccc(-c3nc(CS(=O)(=O)c4ccc(C)cc4)c(C)o3)cc2)cc1	nt	2%	nt	0%	nt	-14%	-13
CCOC(=O)C(C)Oc1ccc(OCc2ccccc2)cc1 (stereo not drawn)	1%	-3%	0%	-14%	1%	4%	6
Cc1ccc2c([N+](=O)[O-])c(C)ccc2n1	9%	4%	-4%	3%	-6%	6%	24
CCOC(=O)C1CCCN(C(=O)COC(=O)c2ccc(C#N)cc2)C1 (stereo not drawn)	-7%	4%	2%	3%	-6%	1%	49
Clc1ccc(-c2cnnc(-c3ccccn3)n2)cc1	10µM*	3%	nt	nt	3%	nt	26
COc1cc(NC(=O)N2CCc3c(sc4c3CCCC4)C2c2ccccc2)cc(OC)c1OC (stereo not drawn)	nt	1%	nt	-2%	nt	6%	-10
Cc1ccc(N(CC(=O)N2CCN(c3cccc(C)c3C)CC2)S(=O)(=O)c2c(C)nn(C)c2C)cc1	nt	3%	nt	1%	nt	-1%	-19
COC(=O)c1cccc(C(=O)Nc2ccc(C)cc2Br)n1	0%	-4%	0%	-11%	4%	11%	54
NC(=O)c1csc(-c2ccc(CO)o2)n1	9%	-3%	nt	nt	nt	nt	-12
CCCc1nc2ccc(C(=O)OC)cn2c1Cc1ccc(C)cc1	-15%	2%	nt	nt	nt	nt	37
CCn1c(C(O)c2cc(OC)c(OC)c(OC)c2)nc2ccccc21 (stereo not drawn)	10%	11%	1%	4%	0%	-2%	-2
Cc1cc(C)n2ncc(C(=O)Nc3cccc(O)c3)c2n1	-5%	-5%	3%	-8%	134%[activator]	4%	20
CC(=O)Nc1cccc(/C(C)=N/NC(=O)c2ccc(Cl)cc2Cl)c1	10%	-2%	1%	2%	-19%	nt	?
CC(C)(C)c1ccc(COC(=O)Nc2ccc(F)cc2)cc1	0%	-6%	-1%	-6%	-4%	-5%	-24
CCOC(=O)CNC(=O)N1CCCC(C(=O)c2ccccc2SC)C1 (stereo not drawn)	25%	-9%	0%	9%	-10%	3%	17
(list continues)
SMILES	AMA1 RON2 block	TbPYK inhibitor	LmPK inhibitor	AmpC detergent	AmpC no deterg	Sm TGR block	HCMV antiviral
CCC(CC)c1nnc(NC(=O)C2CC(=O)N(c3ccc4c(c3)OCCO4)C2)s1 (stereo not drawn)	6%	13%	1%	-2%	2%	5%	-24
OC(c1cccc(F)c1)c1ncc(-c2ccc(C(F)(F)F)cc2)[nH]1 (stereo not drawn)	-7%	-4%	nt	nt	nt	nt	-5
CN(C)c1nc2ccc(OCCN3CCCCC3)cc2s1	?	6%	-6%	-21%	-14%	7%	166
CCSc1nc(-c2ccccc2F)nc2c1Cc1c(CO)cnc(C)c1O2	nt	-4%	nt	0%	nt	45µM*	2
CC(=O)OC1=CC[C@H]2[C@@H]3CC[C@H]4C[C@H](OC(C)=O)[C@@H](OC(C)=O)C[C@]4(C)[C@H]3CC[C@]12C	3%	-1%	nt	-13%	48%	-1%	?
O=C(Cc1ccccc1)NC(=S)Nc1ccc2oc(-c3ccccc3)nc2c1	nt	nt	-3%	-11%	-35%	0%	3
COc1ccc(O)c(C(=O)c2cnc3nc4ccccc4n3c2)c1	1%	-3%	-2%	-8%	-27%	-35%	-12
COC(=O)C(Cc1c[nH]c2ccccc12)NC(=O)COc1ccc(Cl)cc1Cl (stereo not drawn)	nt	7%	nt	14%	nt	11%	140
CCC(C)NC(=O)C1c2ccccc2C(=O)N(c2ccc(OC)cc2)C1c1ccc(OC)cc1 (stereo not drawn)	-18%	-16%	0%	-1%	0%	-1%	-15
CC(=O)N1CCc2cc(CNS(=O)(=O)c3ccccc3C(F)(F)F)ccc21	nt	-5%	nt	6%	nt	0%	-93*
Cc1ccccc1NC(=O)Cc1nc(COC(=O)CSc2ccc(F)cc2)cs1	0%	3%	nt	nt	nt	nt	-27
COc1ccc(N2C(=O)C3CCCN3C2c2cccc(F)c2)cc1Cl (stereo not drawn)	-3%	-1%	4%	-6%	10%	0%	72
CC1Cc2ccccc2N1C(=O)COC(=O)/C=C/c1ccc(F)cc1 (stereo not drawn)	-1%	2%	nt	?	-3%	1%	28
CCc1nnc(NC(=O)C2CCN(c3cnccn3)CC2)s1	3%	-1%	1%	-14%	-11%	8%	26
Cc1ccc2c(c1)-c1c(ssc1=S)C(C)(C)N2C(=O)CN1C(=O)c2ccccc2C1=O	?	-6%	5%	-8%	-20%	7%	37
COc1ccc(C(=O)Nc2ccc(NC(=O)C3CC3)nc2)cc1	15%	0%	-16%	-1%	-7%	-6%	-34
CCOC(=O)Cn1c(=O)c2c(nc(N3CCCCC3)n2C)n(C)c1=O	4%	-3%	2%	-11%	-5%	-17%	6
O=S1(=O)[C@H]2C[C@H](CO)O[C@@]2(CO)CN1Cc1ccc(-c2cccc(Cl)c2)cc1	-2%	4%	nt	nt	215%[activator]	nt	5
NS(=O)(=O)c1cccc(NC(=O)COC(=O)Cc2ccc(S(=O)(=O)N3CCCCC3)s2)c1	0%	-2%	-1%	-5%	32µM*	-18%	-24
CC(C)Cn1c(=O)c2sccc2n2c(CCCC(=O)N3CCC(N4CCCCC4)CC3)nnc12	4%	-6%	3%	-6%	-13%	-9%	?
CCCn1nnc2c(=O)oc3ccccc3c21	-5%	-5%	1%	-7%	-15%	-4%	-5
CNC(=O)C(Sc1ccccc1)c1ccccc1 (stereo not drawn)	-7%	-4%	-1%	-6%	-12%	0%	-10
Cc1nc2scc(-c3cccs3)c2c(=O)n1N	-1%	1%	-2%	2%	-19%	-4%	8
C[C@@H]1CN(Cc2nc(-c3cnccn3)no2)C[C@H](C)O1	9%	3%	3%	-1%	-11%	-9%	74
Cc1csc(=O)n1CC(=O)OCC(=O)NCc1ccc(Cl)cc1Cl	13%	3%	nt	-11%	-20%	-10%	-1
Continuation:
SMILES	AMA1 RON2 block	TbPYK inhibitor	LmPK inhibitor	AmpC detergent	AmpC no deterg	Sm TGR block	HCMV antiviral
O=C(NCc1ccc2c(c1)OCO2)C1CC(=O)N(CCc2ccc(F)cc2)C1 (stereo not drawn)	7%	-8%	-1%	-9%	-9%	-6%	-39
COc1cccc(C2Nc3c(F)cc(Br)cc3C3C=CCC32)c1OC (stereo not drawn)	-27%	-15%	1%	-16%	-9%	12%	-20
COc1ccc(/C=C(/NC(=O)c2ccco2)C(=O)NCc2ccco2)cc1OC	-17%	-6%	-4%	-6%	1%	0%	?
CC(=O)NC1=NC(=O)/C(=C/c2cc(C)n(-c3cccc(C(=O)O)c3)c2C)S1	-4%	?	-14%	4%	-22%	0%	-33
CN1CCN(c2nc(-c3cccs3)cc(C(F)(F)F)n2)CC1	-10%	0%	2%	1%	42%	0%	-33
COC(=O)c1ccccc1NC(=O)CSc1nc(-c2ccco2)cc(C(F)(F)F)n1	0%	-12%	5%	-1%	-9%	-5%	-9
CC(C)NC(=O)NC(=O)COC(=O)c1c2c(nc3ccccc13)CCC2	12%	1%	-3%	0%	-31%	-6%	?
Nc1c(C(=O)Nc2ccccc2Cl)c2ccccn2c1C(=O)c1ccc(Cl)cc1	nt	-4%	nt	20%	nt	12%	12
Cc1ccc(S(=O)(=O)c2cn(C)c3cc(N4CCCC(C)C4)c(F)cc3c2=O)c(C)c1 (stereo not drawn)	nt	0%	nt	4%	nt	-11%	-34
C[C@@H](C(=O)NCCCCCC(=O)O)n1nnc2ccccc2c1=O	2%	1%	4%	1%	-17%	1%	-18
CCOc1ccc(NC(=O)c2ccco2)cc1	-9%	6%	-29%	-4%	-8%	-9%	16
O=C1C2C3CCC(CC3)C2C(=O)N1c1ccccc1 (stereo not drawn)	-8%	-1%	7%	-1%	20%	3%	-7

Full records as entered above:
Cc1ccc(S(=O)(=O)c2cn(C)c3cc(N4CCCC(C)C4)c(F)cc3c2=O)c(C)c1 (stereo not drawn) is listed with AMA1 RON2 block = nt; TbPYK inhibitor = 0%; LmPK inhibitor = nt; AmpC detergent = 4%; AmpC no deterg = nt; Sm TGR block = -11%; HCMV antiviral = -34
COc1cccc(C2Nc3c(F)cc(Br)cc3C3C=CCC32)c1OC (stereo not drawn) is listed with AMA1 RON2 block = -27%; TbPYK inhibitor = -15%; LmPK inhibitor = 1%; AmpC detergent = -16%; AmpC no deterg = -9%; Sm TGR block = 12%; HCMV antiviral = -20
COc1ccc(/C=C(/NC(=O)c2ccco2)C(=O)NCc2ccco2)cc1OC is listed with AMA1 RON2 block = -17%; TbPYK inhibitor = -6%; LmPK inhibitor = -4%; AmpC detergent = -6%; AmpC no deterg = 1%; Sm TGR block = 0%; HCMV antiviral = ?
